Screening results from PubChem BioAssay.
BioA inh: blocks M. tuberculosis BioA enzyme activity; purified M. tuberculosis BioA enzyme, plate reader; inhibition, % at 9.99 µM; actives 0.096% (n = 360,000); in the data active means inhibition above about 40%; inconclusive means no clear call, values can overlap the other calls
UGM FP inh: inhibitors of M. tuberculosis UDP-galactopyranose mutase. AID 504406. actives 0.06% (n = 320,000). inhibition, % at 10 µM. purified UGM, fluorescence polarization probe displacement. P9WIQ1; in the data active means inhibition above about 10%, passing the limit was not always enough; inconclusive means no clear call, values can overlap the other calls
GDH-TPI inh: counter-screen for M. tuberculosis FBA inhibitors: GDH-TPI coupled enzymes. GDH-TPI coupled enzyme counterscreen, NADH absorbance. inhibition, % at 4.8 µM. actives 1.2% (n = 360,000). AID 588335; in the data active means inhibition above about 30%;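 further: 0% = DMSO wells and 100% = wells lacking the enzyme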
FadD28 FP inh: inhibitors of Mycobacterium tuberculosis FadD28 bisubstrate binding; actives 0.22% (n = 360,000); inhibition, % at 12.5 µM; FadD28 bisubstrate probe binding, fluorescence polarization; in the data active means inhibition above about 8.5%, passing the limit was not always enough; inconclusive means no clear call, values can overlap the other calls
PfHsp40 yeast: rescue of PfHsp40-mediated yeast toxicity; S. cerevisiae expressing PfHsp40, growth rescue, ATP luminescence; actives 0.68% (n = 340,000); AID 504582; growth rescue, % at 12.5 µM; in the data active means growth rescue above about 28%, passing the limit was not always enough; inconclusive means no clear call, values can overlap the other calls;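 further: yeast W303a lacking pdr1 and pdr3 grown in galactose medium; growth measured after three days at 30 °C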
FBA Mtb inh: Mtb fructose-bisphosphate aldolase inhibition; actives 2.3% (n = 360,000); P9WQA3; AID 588726; inhibition, % at 1 µM; purified M. tuberculosis FBA, fluorescence read-out; in the data active means inhibition above about 27%;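 further: 0% = vehicle and 100% = reference inhibitor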
Anthrax LF prot: inhibitors of Bacillus anthracis lethal factor protease; P15917; multiplex microsphere protease cleavage assay, LF; inhibition, % at 10 µM; actives 0.12% (n = 360,000); AID 588501; further: plate controls were buffer without enzyme for full effect and enzyme alone for no effect
Target sequence (P15917 whole entry, looked up): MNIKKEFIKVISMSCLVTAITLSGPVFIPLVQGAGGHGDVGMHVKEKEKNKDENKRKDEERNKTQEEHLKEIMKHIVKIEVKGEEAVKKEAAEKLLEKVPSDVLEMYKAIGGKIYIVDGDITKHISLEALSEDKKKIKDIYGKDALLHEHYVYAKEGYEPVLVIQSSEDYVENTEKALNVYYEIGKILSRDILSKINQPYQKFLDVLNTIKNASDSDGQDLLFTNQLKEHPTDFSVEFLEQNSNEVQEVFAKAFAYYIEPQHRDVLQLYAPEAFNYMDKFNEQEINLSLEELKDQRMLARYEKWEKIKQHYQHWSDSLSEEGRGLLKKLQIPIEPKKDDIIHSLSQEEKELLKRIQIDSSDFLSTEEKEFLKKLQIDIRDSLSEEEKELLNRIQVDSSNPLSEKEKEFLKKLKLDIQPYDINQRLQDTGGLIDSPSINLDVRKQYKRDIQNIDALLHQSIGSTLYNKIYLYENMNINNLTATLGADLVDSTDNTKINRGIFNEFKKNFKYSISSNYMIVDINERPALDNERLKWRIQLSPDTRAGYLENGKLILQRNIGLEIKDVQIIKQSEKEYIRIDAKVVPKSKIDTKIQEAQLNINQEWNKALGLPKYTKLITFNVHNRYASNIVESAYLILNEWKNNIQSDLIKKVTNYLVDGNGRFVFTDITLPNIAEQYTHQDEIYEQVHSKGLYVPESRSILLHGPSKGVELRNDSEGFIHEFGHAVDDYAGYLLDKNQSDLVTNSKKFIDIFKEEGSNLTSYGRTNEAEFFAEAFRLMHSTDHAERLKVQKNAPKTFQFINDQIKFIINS
BoNT F protease: blocks Botulinum neurotoxin F light chain protease; Multiplex microsphere protease cleavage assay, flow cytometry; inhibition, % at 10 µM; actives 0.22% (n = 360,000); in the data active means inhibition above about 35%, passing the limit was not always enough; inconclusive means no clear call, values can overlap the other calls; further: plate controls were buffer without enzyme for full effect and enzyme alone for no effect
BoNT A protease: blocks Botulinum neurotoxin A light chain protease. AID 588499. inhibition, % at 10 µM. actives 0.17% (n = 360,000). multiplex microsphere protease substrate cleavage, flow cytometry; further: plate controls were buffer without enzyme for full effect and enzyme alone for no effect
Numbers without * were called inactive; ? = inconclusive; nt = no result given; + = active, no number. Unless noted, no stated cut-off is given here; in the data, active means inhibition above about 30%; inconclusive means no clear call, values can overlap the other calls; inactive means below that.

Below each SMILES: PfHsp40 yeast	UGM FP inh	BoNT A protease	FadD28 FP inh	FBA Mtb inh	Anthrax LF prot	BoNT F protease	GDH-TPI inh	BioA inh
[1] CN(CC(=O)Nc1cccc(F)c1)C(=O)CCC1CCCCC1
    0.2	0.2	-1.4	-0.6	0	7	4	-6	-1.0
[2] CC1CCCN(C(=O)c2ccc3c(c2)OCCO3)C1 (stereo unspecified)
    0.9	-5.3	-1.2	-2.4	-1	-9	-5	5	0.8
[3] Cc1c(C(=O)N2CCC(N3CCSCC3)CC2)oc2c(F)cccc12
    -0.8	-0.8	-0.9	-2.8	-2	1	-4	-6	13
[4] O=C(Nc1cccc(C(=O)N2CCCC2)c1)C1CCCC1
    0.3	nt	0.0	-2.8	2	-4	0	-6	-1.2
[5] O=C(Nc1ccccc1F)C1CCN(C(=O)NC2CCCCC2)CC1
    -1.0	2.2	0.4	0.7	1	1	4	-1	-1.1
[6] COCCN(C(=O)COC(=O)c1ccc(C)s1)c1c(N)n(Cc2ccccc2)c(=O)[nH]c1=O
    -0.9	-4.7	-3.6	-1.9	1	7	-6	-6	0.3
[7] Cc1cccc(N(CC(=O)NCCc2ccccc2)C(=O)CCC(=O)Nc2ccccn2)c1C
    0.0	-0.1	3.0	nt	2	-1	-5	1	0.6
[8] CC(C)Cc1ccc(S(=O)(=O)N2CCN(c3ccccn3)CC2)cc1
    1.0	-0.8	-2.2	0.6	2	11	17	1	-0.4
[9] CN(c1ccccc1)c1ccc(/C=C(\C#N)c2nnc3n2CCCCC3)cc1[N+](=O)[O-]
    0.4	-0.6	1.6	-3.5	-4	0	-3	5	nt
[10] COC(=O)c1csc(-c2ccc(CO)o2)n1
    nt	nt	-0.7	-0.5	5	-3	3	nt	nt
[11] OC(COC(c1ccc(F)cc1)c1ccc(F)cc1)CN1CCCC1 (stereo unspecified)
    -0.6	5.7	1.4	-0.1	0	-14	-3	3	-0.7
[12] COC(=O)C1=C(c2ccc(OC)c(OC)c2)C[C@@H]2CC[C@H]1N2C(=O)N1CCCC1
    1.2	-0.7	0.4	-0.5	3	3	-1	9	-0.7
[13] CCOC(=O)N1CCN(Cc2nc3c(c(=O)n(C)c(=O)n3C)n2Cc2ccccc2)CC1
    0.7	-1.8	-0.1	-3.4	0	6	-6	-5	4.2
[14] Cc1ccc(CNC(=O)c2ccc(S(=O)(=O)N(C)C)cc2)n1C
    0.7	-0.4	0.6	-1.5	-3	-7	-20	-3	-1.0
[15] Cc1cccc(C)c1OC(=O)CN1C(=O)c2ccccc2C1=O
    0.4	-0.6	?	-1.8	0	-12	?	11	5.4
[16] Cc1ccc(O)c(-c2cc(C(=O)NCc3ccc4c(c3)OCO4)[nH]n2)c1
    -0.6	nt	-0.6	-2.0	-1	0	-3	-6	nt
[17] COc1ccc2cc(C3=CC(=O)CC(C)(C)C3=O)ccc2c1
    nt	nt	26	0.5	-1	32*	22	6	nt
[18] Cn1c2ccccc2c2cnn(CC(=O)Nc3cccc(F)c3)c(=O)c21
    -2.0	0.4	0.1	-3.1	0	-6	-2	9	-0.4
[19] CN(CC1CCN(CCc2cccc(C(F)(F)F)c2)CC1)C(=O)c1ccccc1
    -0.4	0.8	-5.7	-2.5	3	-15	?	-10	-1.5
[20] CCn1nc(C)c(CNC(=O)c2cc(COc3ccccc3SC)on2)c1C
    -1.3	3.6	0.2	0.2	-4	-2	0	2	-3.2

2 of these compounds in another layout.
| No. | molecule | PfHsp40 yeast | UGM FP inh | BoNT A protease | FadD28 FP inh | FBA Mtb inh | Anthrax LF prot | BoNT F protease | GDH-TPI inh | BioA inh |
| --- | --- | --- | --- | --- | --- | --- | --- | --- | --- | --- |
| 17 | COc1ccc2cc(C3=CC(=O)CC(C)(C)C3=O)ccc2c1 | nt | nt | 26 | 0.5 | -1 | 32* | 22 | 6 | nt |
| 18 | Cn1c2ccccc2c2cnn(CC(=O)Nc3cccc(F)c3)c(=O)c21 | -2.0 | 0.4 | 0.1 | -3.1 | 0 | -6 | -2 | 9 | -0.4 |

(continued)
Below each SMILES: PfHsp40 yeast	UGM FP inh	BoNT A protease	FadD28 FP inh	FBA Mtb inh	Anthrax LF prot	BoNT F protease	GDH-TPI inh	BioA inh
[21] COC(=O)c1ccc(OC)c(Cn2c(=O)n(C)c(=O)c3ccccc32)c1
    -0.2	0.4	-2.1	0.4	1	-3	-7	15	0.4
[22] Cc1cc(N(C)Cc2ccccc2)nc2cc(O)ccc12
    -0.7	1.6	-4.8	-1.9	+	-6	?	9	3.5
[23] Cc1cc(C)c(S(=O)(=O)NCCCn2ccnc2)c(C)c1
    -0.4	-1.7	0.3	-3.8	3	-1	0	1	nt
[24] COCCCN1CN=C(Nc2nc3ccccc3o2)NC1
    -1.8	0.8	-1.0	-1.2	1	-4	-2	3	2.3
[25] CCOC(=O)Cn1nnnc1C
    -1.0	-1.3	-1.4	-0.2	3	-3	-2	-3	nt
[26] CC1(C)CC(=O)C(C=NCCN2CCN(CCc3ccccc3)CC2)=C(O)C1
    1.1	1.6	-2.7	-2.1	1	0	-3	-7	nt
[27] COC(=O)C1=C(C)NC(=O)/C1=C\c1cc(C)n(-c2cc(C)cc(C)c2)c1C
    0.6	0.3	0.2	-4.5	0	-4	-18	6	nt
[28] CCN(CC(=O)Nc1cccc(C#N)c1)CC(=O)Nc1cccc(OC)c1
    15	-1.1	-0.8	-1.2	5	-4	2	-1	0.4
[29] Cc1ccc(C2=NN(CCC(=O)NC3CCCC3)C(=O)CC2)cc1
    -0.1	0.4	0.3	-2.9	0	-1	-3	-3	-1.7
[30] COc1cc(/C=C2\SC(=Nc3ccc(Cl)c(C(=O)O)c3)NC2=O)c(Br)c(Br)c1O
    7.2	-34	-2.9	15*	-15	-11	?	22	-12
[31] CCN1C(=O)NC(c2ccccc2)(c2ccccc2)C1=O
    -1.5	-2.8	-0.7	-1.6	-2	-1	0	2	nt
[32] Cc1nnc(SCC(=O)Nc2ccc(S(=O)(=O)Nc3ccc(Cl)nn3)cc2)s1
    1.2	0.0	-0.2	-5.4	-1	-1	-4	-5	1.8
[33] COc1ccc(/C(C)=N/NC2=NCCN2)cc1Cl
    -0.8	2.3	1.8	-0.1	0	-1	13	7	0.4
[34] COc1ccc(C(=O)NC(C)CCc2ccccc2)c(OC)c1 (stereo unspecified)
    -1.7	-0.6	-1.4	0.2	9	-8	-25	-3	1.1
[35] CCOc1ccc(CCNC(=O)c2oc3c(c2C)-c2[nH]ncc2CC3)cc1OCC
    0.1	-1.1	-0.2	-3.5	-1	-15	-10	-1	-1.5
[36] O=C(COC(=O)CN1C(=O)C2CCCCC2C1=O)Nc1ccc(S(=O)(=O)N2CCOCC2)cc1 (stereo unspecified)
    -0.5	0.9	-0.5	0.0	0	0	0	-4	-2.3
[37] Cc1ccc(-n2nc(C)c3c2OC(N)=C(C#N)C3c2ccco2)cc1 (stereo unspecified)
    -0.8	0.5	-0.9	1.1	1	0	-4	21	-1.2
[38] COCCCNC(=S)NNC(=O)c1cc(-c2ccncc2)nc2ccccc12
    1.3	1.8	1.0	1.0	-2	-1	-1	16	1.2
[39] CC(Sc1nnc(C2CC2)n1C)C(=O)Nc1ccc(N2CCOCC2)cc1 (stereo unspecified)
    -1.0	nt	nt	1.8	4	nt	nt	10	nt
[40] COC(=O)c1ccc(/C=C/c2c(-c3ccc(OC)cc3)oc3ccc(N4CCOCC4)cc23)cc1
    -0.9	-1.5	-0.7	0.2	13	-9	-7	0	-1.1

New compounds follow:
Below each SMILES: PfHsp40 yeast	UGM FP inh	BoNT A protease	FadD28 FP inh	FBA Mtb inh	Anthrax LF prot	BoNT F protease	GDH-TPI inh	BioA inh
[41] COc1cccc(NC(=O)CSc2nc3c([nH]c4ccccc43)c(=O)n2C)c1
    1.5	-1.5	-0.1	0.3	-2	0	1	12	nt
[42] Cn1cc(C(=O)c2ccccc2)c2ccccc21
    0.2	1.9	-0.1	-3.7	0	-2	-2	15	0.2
[43] CC(=O)c1ccc(NC(=O)C(C)Sc2ccccn2)cc1 (stereo unspecified)
    -1.0	1.6	0.6	0.3	1	-2	5	-1	3.3
[44] O=C(CSc1nnc(Nc2ccccc2F)s1)NC1CCCC1
    -1.0	2.4	3.4	-3.1	-2	6	-2	14	0.4
[45] O=C(Nc1ccc2c(c1)oc1ccccc12)c1ccc(Br)o1
    0.9	0.6	0.9	-1.6	4	-1	-7	28	-0.9
[46] Nc1ccc(N=Nc2ccc(N)cc2)cc1
    -1.0	-3.3	-1.7	-1.7	-22	-16	-10	9	nt
[47] CCOc1ccc2nc(CN3CCN(Cc4ccccc4OCC)C(CCO)C3)ccc2c1 (stereo unspecified)
    0.4	-1.2	-2.9	-1.0	6	7	-16	-5	9.5
[48] CCCC(=O)NC(=S)Nc1ccc(N2CCOCC2)c(Cl)c1
    -1.0	-1.6	-0.2	0.2	1	-1	2	11	nt
[49] Cc1nc2cc(F)ccc2n1C1CCN(S(=O)(=O)c2ccccc2)CC1
    -0.3	0.1	0.1	-4.6	-2	-3	1	-11	2.7
[50] Cn1c(CCn2ccccc2=O)nc2cc(NC(=O)COc3ccccc3)ccc21
    0.3	-1.0	2.3	1.8	0	-2	11	-9	0.2
[51] O=C(Cc1cccc2ccccc12)NNC(=O)Nc1ccc(Cl)cc1
    nt	-0.5	-3.0	-4.7	1	5	?	-2	0.4
[52] CCOC(=O)N1CCN(C(=O)CN(C)S(=O)(=O)c2ccc3c(c2)c(=O)n(C)c(=O)n3C)CC1
    -1.6	-0.6	-1.4	-1.5	1	-2	-7	-3	nt
[53] COc1ccc(N2CCN(C(CNC(C)=O)c3ccc4c(c3)OCO4)CC2)cc1 (stereo unspecified)
    -0.6	1.6	1.2	-2.7	1	-4	-2	5	3.3
[54] COCCCn1c(=S)[nH]c2sc3c(c2c1=O)CCCS3
    2.2	1.0	-3.0	0.1	-4	-6	-7	6	nt
[55] O=C(Nc1ccc(N2CCOCC2)cc1N1CCOCC1)c1cccs1
    -1.2	-4.2	-0.4	1.6	2	2	-2	7	-0.7
[56] COc1cc(O)c2c(c1)COC2=O
    -0.3	2.2	0.0	-0.4	3	1	-2	1	nt
[57] CS(=O)(=O)N1CCc2cc(C(=O)Nc3ccc(Cl)cc3)ccc21
    -1.0	0.3	-2.7	-3.8	2	5	?	10	1.0
[58] CCOC(=O)N1CCC(N2CCN(S(=O)(=O)c3ccc(OC)cc3)CC2)CC1
    -0.9	1.0	0.4	1.2	6	-3	8	1	nt
[59] CC(=O)c1cccc(NC(=S)NC(=O)Cc2ccc(Cl)cc2)c1
    -1.1	-1.8	-0.3	-4.8	-5	-6	?	-14	-0.8
[60] CC(=O)N1CCC(N(CCN2CCOCC2)C(=O)Nc2ccc(Cl)c(Cl)c2)CC1
    0.6	0.4	0.4	0.2	1	-6	-10	8	5.9
[61] CC1(C)Cc2c(sc3c2c(=N)n(Cc2ccco2)c(=O)n3Cc2ccc(F)cc2)CO1
    0.9	0.6	-1.0	0.1	1	-5	-19	1	5.4
[62] COC(=O)CCCCC(=O)OC
    0.3	0.7	0.4	-1.4	3	-7	-10	8	-0.4
[63] CN1CCCN(C(c2ccccc2)c2ccc(Cl)cc2)CC1 (stereo unspecified)
    -0.8	nt	-1.0	-3.2	5	-9	-7	0	-4.7
